H9c2 TAG inh – inhibitors of triacylglycerol accumulation; H9c2 cells, Nile Red lipid (TAG) fluorescence; cells loaded with 200 µM oleic acid; inhibition, % at 12.5 µM; hit rate 0.66% among 230,000;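 active = pattern-corrected inhibition of lipid staining of at least 50% with the nuclear-stain viability signal not falling by more than 50%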;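 note: 0% = DMSO wells and 100% = triacsin C control wells; some results filed as inactive read as strong as hits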
H9c2 TAG inh DAPI viability – recorded beside H9c2 TAG inh, whose call it bears; DAPI nuclei signal change (viability), lower = more cytotoxic, %;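 whole-well DAPI fluorescence read on a plate reader as a viability signal; minus 50 percent equals half of cells still viable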
Starred values were filed as active, the others as inactive. These rows are one share of the data (hit frequency here may not be typical).

SMILES	H9c2 TAG inh	H9c2 TAG inh DAPI viability
CS(=O)c1ccccc1-c1nc(-c2ccc([N+](=O)[O-])cc2)no1 (stereo not drawn)	9	-3
COc1ccc(N2CCN(S(=O)(=O)c3cc4c(cc3C)N(C(C)=O)CCO4)CC2)cc1	-3	7
C[C@@H]1CN([C@H](C)CO)C(=O)CCCn2cc(nn2)CO[C@H]1CN(C)C(=O)NC1CCCCC1	-1	3
CCC(=O)N1N=C(c2ccc(NS(=O)(=O)c3ccc(C)cc3)cc2)CC1c1ccco1 (stereo not drawn)	-12	-3
OCCC1CN(Cc2cnn(-c3ccccc3Cl)c2)CCN1Cc1ccsc1 (stereo not drawn)	-8	4
COc1cccc(-c2cnc3c(NC(C)=O)cc(-c4ccsc4)cn23)c1	4	2
CCN(CC)C(=O)C1CCC(C)(C(=O)O)C1(C)C (stereo not drawn)	-1	-3
COc1cc(/C=N/n2c(C)nnc2C)cc(OC)c1OC	-2	-1
COc1cccc(OC)c1C(=O)Nc1cccc(NC(=O)c2cccs2)c1	6	-8
O=C(C1CCCCC1C(=O)N1CCCCC1)N1CCCCC1 (stereo not drawn)	-8	6
COc1ccccc1CNC(=O)CCNC(=O)Cn1cnc2ccccc2c1=O	4	-1
O=C(NC(=S)NCc1ccccc1)c1cccc([N+](=O)[O-])c1	6	-12
O=C1C=CC(=Nc2ccc(F)cc2)O1	-8	-1
CCCCCCn1c(CN2CCCC(C)C2)nc2c1c(=O)n(C)c(=O)n2C (stereo not drawn)	0	10
CCOC(=O)/C=C/c1ccc(C(F)(F)F)cc1S(=O)(=O)NC(C)(C)C	7	-6
CC(=O)Nc1ccc(S(=O)(=O)N2CCNC(=O)CC2)cc1	-1	16
COc1cccc(NC(=O)N(Cc2cc3cc(C)cc(C)c3[nH]c2=O)CC2COCCO2)c1 (stereo not drawn)	17	-7
CC(C)CNC(=O)c1c(N)n(/N=C/c2ccccn2)c2nc3ccccc3nc12	42	14
CC(C)CN(C(=O)c1ccc(=O)n(C)n1)c1c(N)n(Cc2ccccc2)c(=O)[nH]c1=O	-3	2
O=C(CCl)NN1C(=O)NC2(CCCCC2)C1=O	-9	8
CCN(CC)c1ccc(-c2nn3c(-c4n[nH]c5c4CCC5)nnc3s2)cc1	57*	9.7*
Cc1c(Cl)cnc(NC(=O)CSc2nnc(C)n2Cc2ccccc2)c1Cl	-7	12
Cc1cc(C)c2c(n1)nn1c(N3CCN(Cc4ccccc4)CC3)cc(C)nc21	0	31
Cc1cc(C(=O)Nc2nnc(C3CC3)s2)c(C)s1	-34	0
COc1ccccc1CCC(=O)Nc1ccc(S(=O)(=O)Nc2cc(C)nc(C)n2)cc1	11	5
Additional compounds.
SMILES	H9c2 TAG inh	H9c2 TAG inh DAPI viability
CCOC(=O)c1c(C)oc2cc(Cl)c(O)c(CN(C)C)c12	15	0
NC(=O)N/N=C/c1ccc(-c2ccc([N+](=O)[O-])cc2)o1	3	-3
O=C(O)c1ccc(Oc2cc(Oc3ccc(C(=O)O)cc3)cc([N+](=O)[O-])c2)cc1	5	-9
CCC(CC)C(=O)NCc1ccc2c(c1)cc(C)n2C	10	2
Cc1cccc(C(=O)NC2CCN(CC(=O)NCc3cccs3)CC2)c1	21	-10
CC(C)N(c1ccccc1)c1ccc(NC(=O)CCl)cc1	15	-23
COC(=O)CNc1nc(-c2ccncc2)nc2ccccc12	11	6
Cc1ccc(NC(=O)C2CC2C)cc1S(=O)(=O)N1CCOCC1 (stereo not drawn)	2	-1
O=c1c2cc(Cl)ccc2nc(-c2ccccc2)n1O	1	-7
CN(C)c1ccc(CN2CCC(C(=O)NC(c3ccc(F)cc3)c3ccc4ccccc4n3)CC2)cc1 (stereo not drawn)	56*	-28*
COc1ccc(NC(=O)N2c3ccccc3C(C)=CC2(C)C)cc1	-15	5
Cc1oncc1C(=O)Nc1cccc(C#N)c1	-3	4
COc1ccc(CC(=O)NC(C)c2nnc(SCC(=O)Nc3cc(C)ccc3OC)n2C)cc1 (stereo not drawn)	-5	4
O=C1[C@@H]2C(c3ccccc3Cl)=NO[C@@H]2C(=O)N1Cc1ccccc1	-21	6
COc1ccc(CCNS(=O)(=O)c2ccc3c(c2)CC(C)N3C(C)=O)cc1OC (stereo not drawn)	-10	2
O=C(COc1ccc(Br)cc1F)NCC1(N2CCCCC2)CCCCC1	-7	2
CCOC(=O)c1csc(-c2csc(CCNC(=O)c3ccccc3)n2)n1	10	0
COc1cc(OC)cc(-c2nnc(N(C)C(=O)c3ccncc3)s2)c1	11	-4
CCCNC(=O)C(Cc1ccc(Cl)cc1)NC(=O)c1ccc(C#N)cc1 (stereo not drawn)	-29	-1
CC1(c2nnc(-c3ccccc3)o2)CC(c2ccccc2)=NO1 (stereo not drawn)	-19	-3
COc1ccc(OC)c(NC(=O)Nc2nc(C(N)C(C)C)cs2)c1 (stereo not drawn)	14	-8
N/C(=N\OC(=O)/C=C/c1ccccc1)c1ccc(Br)cc1	6	1
Cc1ccc(S(=O)(=O)N2CCCCC2)cc1C(=O)N(C)CC(=O)Nc1ccc(Cl)c(C(F)(F)F)c1	-3	6
COCc1[nH]nc2c1C(c1c(F)cccc1Cl)C(C#N)=C(N)O2 (stereo not drawn)	-3	-13
CS(=O)(=O)c1ccc(Cl)c(NC(=O)COC(=O)c2ccc(-n3cnnn3)cc2)c1	7	-7
More entries follow.
SMILES	H9c2 TAG inh	H9c2 TAG inh DAPI viability
CCOc1ccc(/C=C2/SC(=S)N(n3c(C)ccc3C)C2=O)cc1	-38	-9
O=C(COc1ccc([N+](=O)[O-])cc1)Nc1ccc(C(=O)NCc2cccnc2)cc1	-29	0
C=C(C)c1cccc(C(C)(C)NC(=O)Nc2nnc(C(C)C)s2)c1	-2	-3
CSc1nnc(C(C)(C)C)c(=O)n1/N=C/c1ccc(C(C)C)cc1	14	-1
CCC(=O)c1ccc(N2CCOCC2)c(F)c1	-3	-4
COc1ccccc1NC(=S)N(Cc1ccc(C(=O)O)cc1)Cc1ccc(OC)c(OC)c1	4	2
CC(C)N(C)Cc1nnnn1CC(=O)NCc1cc(F)cc(C(F)(F)F)c1	-4	0
O=C(C1CCCN(S(=O)(=O)c2ccc(Br)cc2)C1)N1CCN(Cc2ccccc2)CC1 (stereo not drawn)	-14	8
CCOc1ccc(N2C(=O)CSC2=NC#N)cc1	3	3
O=C(COc1ccc(-c2ccccc2)cc1)NNC(=O)NC1CCCCC1	-2	-8
CCOC(=O)/C(C)=N/NC(=O)c1ccc([N+](=O)[O-])cc1	10	-23
COc1cccc(CN2CC(C(=O)NCc3ncc(C)[nH]3)CCC2=O)c1 (stereo not drawn)	7	0
CCCS(=O)(=O)NC(=O)C1(C)CCCN(C(=O)c2sccc2C)C1 (stereo not drawn)	1	2
Nc1nc2c(c3c1c(=O)oc1ccccc13)CCCCC2	5	-10
Cc1nc(SCC(=O)N2CCCC2=O)c2c(C)c(C)sc2n1	-7	12
Fc1ccc(NC(=S)N2CCSC2c2cccs2)cc1 (stereo not drawn)	-2	6
CCCOc1ccc(Cc2c(Cl)nc(SC)nc2OC)cc1	-8	18
COc1ccccc1-n1ccnc(SCC(=O)NC2CCCCC2)c1=O	-3	4
Oc1cccc(NC(=S)N=Nc2c(O)[nH]c3ccccc23)c1	13	-5
CCCCn1c(N)c(N(CCC(C)C)C(=O)c2cccc(S(=O)(=O)N3CCN(C)CC3)c2)c(=O)[nH]c1=O	5	-5
Cc1cc(NC(=O)CN2C(=O)NC3(CCCCCC3)C2=O)ccc1Br	-5	1
CC(C)[C@H](NC(=O)c1ccc(Cl)cc1Cl)C(=O)NNC(=O)c1ccco1	-4	1
CC(=O)OCC1(C)CN(c2ccccc2)N(C(=O)c2ccc(C(C)(C)C)cc2)C1=O (stereo not drawn)	4	1
COc1ccc(N(CC(=O)Nc2ccc(OC)cc2OC)S(=O)(=O)c2ccccc2)cc1	-17	7
COc1cc(C(O)c2nc(-c3ccccc3)cs2)ccc1F (stereo not drawn)	-3	-1
(further entries)
SMILES	H9c2 TAG inh	H9c2 TAG inh DAPI viability
CC(=O)N1CN(CCCn2ccnc2)Cc2c1sc1c2CCCC1	24	-2
CCOC(=O)CC1NC(=O)c2ccccc21 (stereo not drawn)	-12	0
O=C(NCc1cccs1)c1cc(C2CC2)on1	-7	-4
NC(Cc1ccc(Cl)cc1)c1csc(Nc2nccc(C(F)(F)F)n2)n1 (stereo not drawn)	-14	7
Cc1cc(N2CCN(C(=O)OC(C)(C)C)CC2)n2ncnc2n1	-16	-1
O=C(COC(=O)c1ccc(Br)o1)Nc1ccc2[nH]c(=O)[nH]c2c1	0	2
CCOC(=O)c1ccc(NC(=O)c2nc[nH]c2C(=O)N[C@@H](C)CO)cc1	5	10
Cc1ccc(C(=O)Nc2cnc3sc(C)nn3c2=O)cc1	-2	6
CCC(COC(=O)Nc1cccc(C)c1)NC(=O)OCC(C)C (stereo not drawn)	-12	2
CCOC(=O)COc1cc(-n2c(=S)[nH]c3cc(OC)c(OC)cc3c2=O)c(Cl)cc1Cl	-7	1
Cc1ccccc1NC(=O)/C(C#N)=C\c1cc(C)n(-c2ccc(C(=O)O)cc2)c1C	-5	-1
C/C(=N\NC(=O)c1ccc(COc2ccccc2)cc1)c1ccncc1	-2	4
O=S(=O)(Nc1nc2ccccc2nc1NCC1CCCO1)c1cc(Cl)ccc1Cl (stereo not drawn)	5	1
O=C(CSc1ccc2c(c1)OCCO2)Nc1ccc(Br)cc1	-11	3
Cn1cnc2c(SCc3ccccc3)ncnc21	-9	6
O=C(Cc1ccsc1)Nc1ccc(S(=O)(=O)C(F)F)cc1	-24	7
CCCCn1c(=O)[nH]c(=O)c2c1nc(-c1ccc(C#N)cc1)n2C1CCCC1	2	15
O=C(COc1ccc(S(=O)(=O)N2CCOCC2)cc1Cl)NC1CCCCC1	19	-12
CCCCCCN1C[C@H](n2cc(COC(=O)c3ccccc3)nn2)[C@@H](O)C[C@@H]1c1ccc(C)cc1	-11	6
O=C(c1cccc(S(=O)(=O)N2CCCC2)c1)N(Cc1ccco1)C1CCS(=O)(=O)C1 (stereo not drawn)	-2	7
Cc1cc(C)c(C(N)=O)c(NC(=O)Nc2ccccc2Cl)n1	8	-13
Clc1ccc(-c2nc(-c3ccncc3)no2)c(Cl)c1	-9	-2
CCOC(=O)N/N=C\c1ccc(OC/C=C/c2ccccc2)cc1	8	0
COc1cccc(/C=C/C(=O)NCC2CCCCC2)c1	-7	-2
CC1(C(=O)NCC2CC2)CCN1C(=O)C/C=C/c1ccccc1 (stereo not drawn)	13	-6

Structural class: the compounds so far containing a thiophene ring, fused or not
SMILES	H9c2 TAG inh	H9c2 TAG inh DAPI viability
OCCC1CN(Cc2cnn(-c3ccccc3Cl)c2)CCN1Cc1ccsc1 (stereo not drawn)	-8	4
COc1cccc(-c2cnc3c(NC(C)=O)cc(-c4ccsc4)cn23)c1	4	2
COc1cccc(OC)c1C(=O)Nc1cccc(NC(=O)c2cccs2)c1	6	-8
Cc1cc(C(=O)Nc2nnc(C3CC3)s2)c(C)s1	-34	0
Cc1cccc(C(=O)NC2CCN(CC(=O)NCc3cccs3)CC2)c1	21	-10
CCCS(=O)(=O)NC(=O)C1(C)CCCN(C(=O)c2sccc2C)C1 (stereo not drawn)	1	2
Cc1nc(SCC(=O)N2CCCC2=O)c2c(C)c(C)sc2n1	-7	12
Fc1ccc(NC(=S)N2CCSC2c2cccs2)cc1 (stereo not drawn)	-2	6
CC(=O)N1CN(CCCn2ccnc2)Cc2c1sc1c2CCCC1	24	-2
O=C(NCc1cccs1)c1cc(C2CC2)on1	-7	-4
O=C(Cc1ccsc1)Nc1ccc(S(=O)(=O)C(F)F)cc1	-24	7

Later entries:
SMILES	H9c2 TAG inh	H9c2 TAG inh DAPI viability
COc1ccccc1N1CCN(C(=O)Cn2c(=O)oc3cc(S(=O)(=O)N4CCCC4)ccc32)CC1	-7	4
COC(=O)c1c(C(=O)OC)c2cc(C(=O)c3ccccc3)ccn2c1Cl	-75	6
CC(=O)c1cnn(-c2ccc(Cl)cc2)c1C	-7	7
Cc1nn(Cc2ccccc2)c(C)c1NC(=O)CCCn1nc([N+](=O)[O-])cc1C	0	-4
COc1ccc(C=NNC(=S)Nc2ccc(F)cc2)cc1OC	-10	4
C#CCN1Cc2ccccc2Oc2cc(Br)ccc2S1(=O)=O	-4	-7
CCc1ccccc1NC(=O)C(C#N)Cc1cccnc1 (stereo not drawn)	16	-2
NC(Cc1ccc(F)cc1)c1csc(Nc2ccc(C(=O)NCCCO)cn2)n1 (stereo not drawn)	15	11
O=C(CSc1nnc(-c2ccccc2F)n1C1CCCCC1)N1CCCC1	18	-2
O=C(COC(=O)/C=C/c1ccccc1F)Nc1nnc(-c2ccccc2)o1	-5	-1
CC(=O)NCCCNS(=O)(=O)c1ccc(C)cc1	-5	-2
COc1ccc2c(=O)c3c(=O)n(Cc4ccco4)c(-c4ccccc4)nc3oc2c1	10	0
CC(=O)c1cccc(S(=O)(=O)N2CCC(C(=O)N(C)Cc3ccc(Cl)s3)CC2)c1	-33	-6
CCCCCCCN(c1ccccc1)[C@@H]1C[C@H]2CCCC(=O)N3CC[C@@H](C1)[C@@H]23	-21	15
CCc1ccccc1NC(=O)COc1ccc2c(c1)OCO2	-13	2
O=C(Nn1c(C2CCCCC2)nc2ccccc2c1=O)c1ccc(Cl)c([N+](=O)[O-])c1	9	-10
CCc1ccc(C(C)NC(=O)c2ccc3c(c2)OCO3)cc1 (stereo not drawn)	16	-13
Cc1nn2c(N3CCN(C)CC3)cc(C(C)(C)C)nc2c1-c1ccccc1	49	7
C#CCOCCOCCOCCNc1nc(N2CCOCC2)nc(N2CCN(C(=O)CCCCCCCCCCNC(=O)[C@@H]([C@H](C)O)n3cc(C)nn3)CC2)n1	-8	0
CC(=O)N1N=C(c2ccc(Cl)cc2)CC1c1ccco1 (stereo not drawn)	7	-2
Cc1ccc(CNC(=O)CS(=O)(=O)Cc2nc(-c3ccccc3F)oc2C)cc1	4	1
